Screens deposited in PubChem BioAssay by Broad Institute.
Cneo AK release: Cryptococcus neoformans lysis via adenylate kinase release; lysis activity, % at 15 µM; 360,000 compounds, 0.2% hits; C. neoformans lysis, adenylate kinase release luminescence, 4 h; normalised: neutral wells 0, clomiphene wells 100;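 active = mean lysis activity across replicates of at least 80%, whatever share of replicates individually reach that level; inactive = mean lysis activity below 80%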
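Assay system: Cryptococcus neoformans yeast cells / Dosing: single-point compound dose / Timing: 4 h at 37 °C static, read 1 h later / Measured by: luminescence of released adenylate kinase using an AK detection reagent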
EWS-Fli inh: EWS/Fli transcriptional activity inhibition; 350,000 compounds, 0.67% hits; inhibition, % at 12.6 µM; A673 NR0B1-luciferase reporter, viability-normalised; AID 651661;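 active = mean inhibition of at least 50% after viability correction, with every replicate also passing that limit; inconclusive = mean reaches 50% but only one of two replicates passes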;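 also: firefly luciferase signal divided by Alamar Blue viability fluorescence both relative to DMSO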
PAX8 inh HTS: inhibitors of PAX8 transcriptional activity in RMG-I cells. RMG-I TPO-luciferase reporter, SteadyGlo, 24 h. inhibition, % at 12.6 µM. 360,000 compounds, 1.2% hits. AID 652154;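 active = mean replicate inhibition at least 60% with every replicate also reaching 60%; inconclusive = only one of the two criteria is met; inactive = mean below 60% and not all replicates reaching 60%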;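 also: luciferase light reporting Pax8 driven TPO promoter activity; plate controls were median of neutral control wells for no effect and mitoxantrone controls for full effect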
Casp6 inh: blocks human caspase-6 cleavage activity; P55212; purified caspase-6, Z-VEID-R110 cleavage fluorescence; inhibition, % at 12.5 µM; 350,000 compounds, 0.53% hits;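 active = mean inhibition across replicates at least about 35%, with every replicate also reaching that limit, limit read from the data; inconclusive = only one of the two criteria met; inactive = neither criterion met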;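 also: 0% = median of neutral control wells and 100% = no fluorescence left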
Target sequence (P55212 24-179 limits assumed): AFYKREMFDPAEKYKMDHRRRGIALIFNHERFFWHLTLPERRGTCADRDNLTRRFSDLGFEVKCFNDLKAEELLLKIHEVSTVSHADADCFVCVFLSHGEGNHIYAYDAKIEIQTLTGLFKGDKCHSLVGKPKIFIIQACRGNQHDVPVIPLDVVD
Target sequence (P55212 194-293 limits assumed): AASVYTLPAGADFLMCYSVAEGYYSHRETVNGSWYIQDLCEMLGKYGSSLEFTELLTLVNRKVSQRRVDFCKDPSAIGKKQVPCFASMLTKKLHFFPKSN
LGR2 antag: Drosophila LGR2 receptor signaling inhibition; 380,000 compounds, 0.35% hits; inhibition, % at 9.99 µM; HEK293 LGR2, CRE-luciferase, bursicon-stimulated, 4 h;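 active = drop in luminescence signal, shown as inhibition above about 50% in the replicate tests, limit read from the data, passing the limit was not always enough; inconclusive = probably only some replicates passing the limit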;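 also: agonist challenge used bursicon conditioned medium at about half maximal strength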
PGC1a acetyl inh: modulators of PGC1a acetylation | U2OS PGC1a acetylation, AlphaScreen anti-acetyl-lysine; with virally co-expressed GCN5 acetyltransferase | inhibition, % at 15.6 µM | 350,000 compounds, 0.17% hits | AID 651687;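 active = every replicate shows inhibition of at least 40%; inconclusive = mean inhibition at least 40% but some replicate below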;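 also: 0% = neutral control wells and 100% = positive control wells; some results beyond the cut were filed as inactive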
miR-122 sensor: blocks miR-122 activity in Huh7 sensor cells. Huh7 miR-122 Renilla luciferase sensor, 48 h; neutral wells = 0, positive control = 100. activation (reporter increase), % at 12.5 µM. 340,000 compounds, 0.3% hits;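 active = mean replicate activation score at least 90 and every replicate individually at or above 90; inconclusive = only one of the two criteria met; inactive = neither criterion met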;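 also: higher luciferase means less miR-122 activity so hits act as miR-122 inhibitors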
FN deposition inh: fibronectin deposition inhibition; AID 743247; AH1F fibroblasts, Alexa488-fibronectin deposition fluorescence, overnight; inhibition, % at 12.6 µM; 350,000 compounds, 0.086% hits;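 active = mean inhibition across replicates of 30% or more, regardless of how many single replicates reach that level; inconclusive = mean under 30% yet at least half of replicates reach 30%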;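 also: positive control wells lacked labelled fibronectin entirely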
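material = AH1F fibroblast monolayer depositing Alexa488-labelled fibronectin into matrix | amount = 10000 AH1F cells/well | buffer or medium = DMEM plus 2% serum, read in PBS | incubation = 1 h cell adhesion before compound, then overnight fibronectin incubation | detection = fluorescence at 485 nm excitation, 525 nm emission | evaluation = percent inhibition as loss of matrix-bound fibronectin fluorescence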
Active calls of the source: *; ? = inconclusive; nt = no result given; [ ] = another dose, or the depositor's remark.

Structure,Cneo AK release,EWS-Fli inh,PAX8 inh HTS,Casp6 inh,LGR2 antag,PGC1a acetyl inh,miR-122 sensor,FN deposition inh
CCC(Sc1nc(-c2ccccc2)cc(=O)[nH]1)C(=O)O (configuration not stated),-1,nt,nt,nt,nt,-9,-5,1
COc1ccc(CCC(=O)NC2CCCCC2)cc1,0,-5,-3,-1,-5,nt,nt,0
CSc1ccc(NC(=O)C2(C)CCN2C(=O)C2(c3ccccc3)CC2)cc1 (configuration not stated),-1,12,1,2,15,nt,1,-11
O=C(NC1CCS(=O)(=O)C1)Oc1ccc(Cl)cc1 (configuration not stated),-1,nt,6,nt,nt,9,-23,-5
COc1ccc(NC(=O)N[C@H]2CC[C@H](CC(=O)NC3CCC3)O[C@@H]2CO)cc1,6,1,5,-3,5,1,-6[16.7 µM],nt
CC1=C(C(=O)OC2CCCC2)C(c2coc3ccc(C)cc3c2=O)C2=C(CCCC2=O)N1 (configuration not stated),-1,23,15,3,27,-7,17,-1
CS(=O)(=O)Nc1ccc2c(c1)[C@H]1C[C@@H](CC(=O)NCc3ccc(Cl)cc3)O[C@@H](CO)[C@H]1O2,-9,2,-6,-2,-14,4,-1[16.7 µM],-8
CCc1ccccc1NC(=O)c1cnn(-c2ccccc2)c1C,-2,-46,-34,0,-1,-15,-5,5
CCCC1=NN(C(=O)Cc2ccc(OC)cc2)C(O)(C(F)(F)F)C1 (configuration not stated),nt,2,14,nt,13,nt,nt,0
COc1ccccc1OCC(=O)Sc1ccc(C)cc1,2,nt,nt,nt,nt,3,-1,-2
O=C(O)CCCN1C(=O)C2C3CCC(O3)C2C1=O (configuration not stated),4,nt,nt,nt,15,-1,8,nt
COc1cccc(N2CCN(S(=O)(=O)c3cccc4cccnc34)CC2)c1,nt,2,3,-1,nt,nt,nt,-3
CN1CCN(c2ccc([N+](=O)[O-])cc2NC(=O)c2ccccc2)CC1,nt,nt,nt,nt,-7,-3,2,-6
CCOc1ccc(CN(C(=O)c2cc(=O)c3cc(C)cc(C)c3o2)C2CCS(=O)(=O)C2)cc1 (configuration not stated),1,nt,37,3,-9,30,-10,4
Cc1ccc2nc3c(c(N)c2c1)CCN3c1ccccc1,5,nt,nt,nt,nt,-7,0,-12
COc1ccc(NC(=O)c2ccc(NC(=O)c3nc4nc(C)cc(C)n4n3)cc2)cc1,1,-23,-22,0,-3,-4,-5,3
O=S(=O)(NCc1ccc2c(c1)OCO2)c1ccc(F)cc1,-2,-2,-15,1,0,-9,8,-3
Cc1ccc(C(=O)/C=C/c2c[nH]c3ccccc23)cc1,-3,-18,nt,1,-25,-14,-1,nt
COCCN(CC(=O)NCC1CCCO1)C(=O)CCC(=O)Nc1ccccn1 (configuration not stated),nt,7,1,1,8,6,nt,5
O=C(NC(=S)Nc1ccc(S(=O)(=O)Nc2nccs2)cc1)c1cccnc1,nt,-15,19,-1,-5,-1,nt,-2
CC(=O)C1=C(O)C(=O)N(Cc2ccco2)C1c1ccc(F)cc1 (configuration not stated),-3,nt,nt,4,-5,-12,-2,nt
O=Cc1ccccc1OCCN1CCCC1=O,0,6,11,0,-4,-10,2,-4
O=C(Nc1cc2c3c(c1)CC(=O)N3CCC2)C1CC1,-1,-5,13,-6,10,-13,5,8
O=C(c1cc(-c2ccco2)nc2ccccc12)N1CCN(c2ccc(F)cc2)CC1,nt,-5,-3,6,nt,nt,nt,12

Some of these compounds in order of number of heavy atoms, largest number first.
Structure,Cneo AK release,EWS-Fli inh,PAX8 inh HTS,Casp6 inh,LGR2 antag,PGC1a acetyl inh,miR-122 sensor,FN deposition inh
CC(=O)C1=C(O)C(=O)N(Cc2ccco2)C1c1ccc(F)cc1 (configuration not stated),-3,nt,nt,4,-5,-12,-2,nt
Cc1ccc2nc3c(c(N)c2c1)CCN3c1ccccc1,5,nt,nt,nt,nt,-7,0,-12
COc1ccccc1OCC(=O)Sc1ccc(C)cc1,2,nt,nt,nt,nt,3,-1,-2
O=C(O)CCCN1C(=O)C2C3CCC(O3)C2C1=O (configuration not stated),4,nt,nt,nt,15,-1,8,nt

The list goes on.
Structure,Cneo AK release,EWS-Fli inh,PAX8 inh HTS,Casp6 inh,LGR2 antag,PGC1a acetyl inh,miR-122 sensor,FN deposition inh
O=C(NCC1CCCO1)c1sc(=S)n2c1[nH]c(=O)c1ccc(C(=O)N3CCCCC3)cc12 (configuration not stated),-4,nt,-11,nt,nt,-6,0,-6
CC1CCc2c(sc(NC(=O)Cn3nc(C(=O)O)c4ccccc4c3=O)c2C#N)C1 (configuration not stated),nt,-27,1,0,-14,1,nt,0
O=C(NCC1CCCCC1)[C@@H]1[C@@H](CO)[C@@H]2Cn3c(ccc(-c4ccc(F)cc4)c3=O)[C@H]1N2,2,1,nt,3,-8,nt,1[16.7 µM],-11
CC(C)c1ccc(NC(=O)c2csnn2)cc1,-5,-30,nt,0,-25,-12,1,nt
Cc1ccc(N(CC(=O)N2CCOCC2)S(C)(=O)=O)cc1Cl,1,1,23,-3,1,-16,0,-1
CC1CN(c2nnc(-c3ccccc3)c3ccccc23)CC(C)O1 (configuration not stated),nt,3,3,4,4,-12,nt,14
CN(C)/C=C(/C(=O)c1ccccc1Cl)S(C)(=O)=O,nt,5,1,-1,-10,0,nt,6
CCCN(CCC)Cc1cc2ccccc2c2c1COC2,0,nt,nt,nt,-7,4,0,nt
CCCCNC(=S)N/N=C/c1cccc(OCC)c1O,-1,-5,-96,-3,-33,-6,nt,-3
C[C@@H]1CN([C@H](C)CO)C(=O)c2cccc(NC(=O)Nc3ccc(C(F)(F)F)cc3)c2O[C@@H]1CN(C)C(=O)Nc1ccc2c(c1)OCO2,-1,1,9,nt,18,3,-3[16.7 µM],nt
CC(=O)NC1=NN(C(C)=O)C(c2ccc(C(C)C)cc2)S1 (configuration not stated),1,nt,2,nt,-16,2,5,-1
COc1ccccc1CNS(=O)(=O)c1c(C)[nH]c(C)c1C(=O)N1CCCCC1,-1,nt,1,-1,6,-10,6,3
O=C(NCCN1CCN(c2ccccc2)CC1)c1cccc(Cl)c1,2,0,14,nt,5,1,-4,-5
Cc1ccc(NC(=O)CN2C(=O)NC3(CCCC3)C2=O)c(Cl)c1,6,-3,-195,-1,5,nt,nt,-1
COc1ccc(NS(=O)(=O)c2cccc(C(=O)N/N=C(\C)c3ccncc3)c2)cc1,nt,10,27,2,-9,nt,nt,0
CC1(C(=O)NC2CCCC2)CCC(=O)N1Cc1cccs1 (configuration not stated),4,nt,-1,1,-8,2,2,-3
CCOC(=O)c1sc(NC(=O)CSc2ncccn2)nc1C,0,-8,-29,4,-13,nt,nt,nt
Cc1ccc(-n2nc3c(=O)n(CC(=O)NCCc4cccs4)nc(C)c3c2C)cc1,1,nt,37,-4,6,-12,1,-7
CCOC(=O)CN1C(=O)c2ccccc2Sc2ncccc21,9,-10,-9,2,-8,4,1,-2
CC(C)CC#Cc1ccc2c(c1)O[C@H](CN(C)Cc1cccnc1)[C@@H](C)CN([C@@H](C)CO)S2(=O)=O,nt,23,nt,nt,16,-13,14[16.7 µM],-18
CC(=O)c1sc(NC(=O)c2c(F)cccc2F)nc1-c1ccccc1,-7,13,-9,3,2,3,-3,nt
Cc1ccc(S(=O)(=O)N(C)C[C@H]2Oc3ccc(NC(=O)C4CC4)cc3C(=O)N([C@H](C)CO)C[C@@H]2C)cc1,-1,1,5,1,11,3,3[16.7 µM],3
Cc1c(C(=O)Nc2ccccc2)cnn1-c1ccccc1,nt,-110,-167,2,-73,nt,nt,12
CC(C)c1ccc(OCC(=O)NNC(=S)NC(=O)C2CC2)cc1,-4,8,-5,-1,-3,nt,9,4

Exported with values under each structure: 6 of the compounds above
Below each SMILES: Cneo AK release, EWS-Fli inh, PAX8 inh HTS, Casp6 inh, LGR2 antag, PGC1a acetyl inh, miR-122 sensor, FN deposition inh
> CC(C)CC#Cc1ccc2c(c1)O[C@H](CN(C)Cc1cccnc1)[C@@H](C)CN([C@@H](C)CO)S2(=O)=O
  nt, 23, nt, nt, 16, -13, 14[16.7 µM], -18
> CC(=O)c1sc(NC(=O)c2c(F)cccc2F)nc1-c1ccccc1
  -7, 13, -9, 3, 2, 3, -3, nt
> Cc1ccc(-n2nc3c(=O)n(CC(=O)NCCc4cccs4)nc(C)c3c2C)cc1
  1, nt, 37, -4, 6, -12, 1, -7
> COc1ccc(NS(=O)(=O)c2cccc(C(=O)N/N=C(\C)c3ccncc3)c2)cc1
  nt, 10, 27, 2, -9, nt, nt, 0
> Cc1c(C(=O)Nc2ccccc2)cnn1-c1ccccc1
  nt, -110, -167, 2, -73, nt, nt, 12
> CCOC(=O)c1sc(NC(=O)CSc2ncccn2)nc1C
  0, -8, -29, 4, -13, nt, nt, nt

Molecules from the list above with a CF3 group, in the order listed:
Structure,Cneo AK release,EWS-Fli inh,PAX8 inh HTS,Casp6 inh,LGR2 antag,PGC1a acetyl inh,miR-122 sensor,FN deposition inh
CCCC1=NN(C(=O)Cc2ccc(OC)cc2)C(O)(C(F)(F)F)C1 (configuration not stated),nt,2,14,nt,13,nt,nt,0
C[C@@H]1CN([C@H](C)CO)C(=O)c2cccc(NC(=O)Nc3ccc(C(F)(F)F)cc3)c2O[C@@H]1CN(C)C(=O)Nc1ccc2c(c1)OCO2,-1,1,9,nt,18,3,-3[16.7 µM],nt

(cont.)
Structure,Cneo AK release,EWS-Fli inh,PAX8 inh HTS,Casp6 inh,LGR2 antag,PGC1a acetyl inh,miR-122 sensor,FN deposition inh
C[C@@H]1CN([C@H](C)CO)C(=O)c2cccc(NC(=O)c3nc4ccccc4s3)c2O[C@H]1CN(C)C(=O)Nc1ccc2c(c1)OCO2,3,-7,nt,1,-17,10,8[16.7 µM],12
O=C(NC1CCCC1)c1ccc2c(c1)N(Cc1ccc(F)cc1)CCS2,1,2,6,-1,10,0,7,-2
Nc1ncc(-c2nnnn2-c2ccc(Cl)cc2)c(-c2ccc(Cl)cc2)n1,-4,nt,?,nt,nt,0,20,2
CCCCn1c(N)c(N(CC(C)C)C(=O)CCNC(=O)c2ccc(Br)cc2)c(=O)[nH]c1=O,nt,5,-5,-1,9,nt,nt,1
Cc1oc(-c2cccc(Cl)c2)nc1CSCC(=O)O,0,4,-11,0,2,-4,-7,6
CCOc1ccc(S(=O)(=O)Nc2cccc(C(=O)NCCCn3ccnc3)c2)cc1,0,17,-9,-6,-16,9,3,3
CCOc1ccc(Oc2ccccc2NC(=O)CN2C(=O)NC3(CCCC3)C2=O)cc1,-3,-4,12,-1,-10,0,-3,nt
CC(=O)c1cccc(NC(=O)CN2CCN(S(=O)(=O)/C=C/c3ccccc3)CC2)c1,-1,17,-1,-2,7,3,-4,-3
CSCC[C@H](NC(=O)[C@H]1CC[C@H](CNC(=O)[C@@H]2CCCN2)CC1)C(=O)O,-1,7,-1,-2,-5,35,0,-1
Cc1ccc(S(=O)(=O)CCC(=O)Nc2cccc(S(=O)(=O)N3CCCCCC3)c2)cc1,-1,13,3,-2,-13,-5,1,-8
C=CCOc1nc2c(c(=O)n(C)c(=O)n2C)n1C,-2,4,nt,2,9,0,-6,nt
